# Bioassay records from PubChem BioAssay.
# ABCB1 inh: inhibitors of human ABCB1 transporter, ABCG2 counter-screen; P08183; CCRF-Adr cells, JC-1 efflux, flow cytometry; inhibition, % at 6.6 µM; actives 0.067% (n = 190,000); in the data active means inhibition above about 40%;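 further: 0% = vehicle and 100% = reference inhibitor; higher value means more JC-1 retained so stronger ABCB1 efflux block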
# Mcl1-Noxa inh: disrupts binding of human Mcl-1 to Noxa peptide; TR-FRET Mcl-1/Noxa peptide binding, 2 h; inhibition, % at 21.7 µM; actives 1.5% (n = 220,000); AID 1022;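 active means compounds that cut the protein-peptide binding signal by more than 50% relative to plate controls in a single-dose test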;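 further: His-tagged Mcl-1 with rhodamine Noxa BH3 peptide and terbium anti-His antibody; 0% = Mcl-1 plus Noxa peptide wells and 100% = peptide-only wells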
# Target sequence (Q07820 whole entry, looked up): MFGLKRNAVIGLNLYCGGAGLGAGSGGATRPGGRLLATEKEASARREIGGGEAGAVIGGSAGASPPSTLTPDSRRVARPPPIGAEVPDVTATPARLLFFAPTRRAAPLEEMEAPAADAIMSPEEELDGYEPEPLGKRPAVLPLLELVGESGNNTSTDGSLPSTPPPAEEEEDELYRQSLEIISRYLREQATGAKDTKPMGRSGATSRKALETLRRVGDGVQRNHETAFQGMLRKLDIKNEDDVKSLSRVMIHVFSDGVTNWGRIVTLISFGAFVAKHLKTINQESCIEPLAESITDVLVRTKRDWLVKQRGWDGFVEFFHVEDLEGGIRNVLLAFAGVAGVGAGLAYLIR
# HRas wt GTP: modulators of GTP binding to human HRas wildtype. GTP binding activity, % at 10 µM. actives 0.14% (n = 190,000). GST-Ras wt beads, Bodipy-FL-GTP binding, flow cytometry; actives lie on both sides. AID 759. P01112;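 active means GTP binding activity at least 20% away from the 100% baseline, either lowered as inhibitor or raised as activator; inconclusive means flagged as likely green fluorescent, judged across all proteins in the well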;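 further: 0% = unlabeled GTP competition control and 100% = no-compound control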
# Target sequence (P01112 whole entry, looked up): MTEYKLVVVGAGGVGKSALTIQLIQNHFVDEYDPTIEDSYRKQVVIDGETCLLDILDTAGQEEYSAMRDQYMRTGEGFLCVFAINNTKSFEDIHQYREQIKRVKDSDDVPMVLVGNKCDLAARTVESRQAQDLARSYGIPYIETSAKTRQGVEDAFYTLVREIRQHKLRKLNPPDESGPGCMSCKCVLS
# Rac1 wt modul: alters GTP binding to wildtype human Rac1. P63000. GST-Rac1 beads, fluorescent GTP binding, flow cytometry; actives lie on both sides; 0 = cold GTP competed, 100 = untreated. GTP binding activity (% of control), % at 10 µM. actives 0.27% (n = 190,000). AID 757;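 active means GTP binding activity at least 20 points away from the 100% control level, either lower or higher; inconclusive means compound flagged as likely green fluorescent, judged across all proteins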
# Rab7 wt modul: alters GTP binding to wildtype dog Rab7 | GST-Rab7 beads, fluorescent GTP binding, flow cytometry; actives lie on both sides; untreated = 100%, excess cold GTP = 0% | GTP binding activity (percent of control), % at 10 µM | actives 0.055% (n = 190,000);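 active means fluorescent GTP binding to Rab7 beads changed by at least 20 points from the 100% baseline, either direction, mostly lower; inconclusive means compound itself probably fluorescent, or too few beads counted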;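 further: median green fluorescence of bound Bodipy-FL-GTP per Rab7 bead population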
# Rac1 mut GTP: human Rac1 activated mutant GTP binding change. GST-Rac1 activated beads, fluorescent GTP binding, flow cytometry; actives lie on both sides; 100% means binding = to untreated wells. actives 0.11% (n = 190,000). AID 764. P63000. percent activity (GTP binding), % at 10 µM;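 active means GTP binding at least 20 percentage points away from the 100% baseline, in either direction, so actives lie on both sides; inconclusive means Compound likely fluorescent itself, or too few beads counted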
# Pf gamet viab: kills late stage P. falciparum gametocytes | P. falciparum stage V gametocytes, ATP luminescence, 24 h | actives 0.065% (n = 150,000) | inhibition, % at 10.9 µM;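 active means inhibition above the mean plus 3 SD of compounds within the control limits, set per campaign, cut at about 38% in these data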;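 further: 0% = DMSO wells and 100% = medium only without gametocytes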
# ABCG2 inh: human ABCG2 inhibition, ABCB1 as counter-screen. Q9UNQ0. IgMXP3 cells, JC-1 efflux, flow cytometry. inhibition, % at 6.6 µM. actives 0.1% (n = 190,000). AID 1325;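 active means inhibition above 80%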;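 further: 0% = DMSO and 100% = nicardipine control wells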
#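 Test system: ABCG2 IgMXP3 and barcoded ABCB1 CCRF-Adr cell mix; Schedule: cells with compound and JC-1, 10 min at 25 °C, rotating, no wash; Technique: flow cytometry of retained JC-1 fluorescence; Measure: % inhibition of efflux relative to nicardipine and DMSO; Controls: nicardipine high and DMSO low controls.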
# Avidin fluor: avidin bead compound fluorescence profile. fluorescence (KMESF) at 10 µM. actives 0.38% (n = 220,000). Avidin beads, compound fluorescence 488/530 nm, flow cytometry; stronger effect = higher value. AID 1775; in the data active means fluorescence above about 47; further: inactives centre near 10
# Cdc42 wt GTP: changes GTP binding to wildtype human Cdc42 | P60953 | GST-Cdc42 beads, Bodipy-GTP binding, flow cytometry; actives lie on both sides | percent activity (GTP binding), % at 10 µM | actives 0.2% (n = 190,000);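 active means percent activity GTP binding at least 20 points away from the 100% baseline, either down as inhibitor or up as activator; inconclusive means compound flagged as likely green fluorescent from well-wide comparison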;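 further: median bead fluorescence of bound Bodipy-FL-GTP at 100 nM; 0% = excess unlabeled GTP control and 100% = no compound control; below 100% means less GTP binding so inhibitor and above means activator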
# Target sequence (P60953 whole entry, looked up): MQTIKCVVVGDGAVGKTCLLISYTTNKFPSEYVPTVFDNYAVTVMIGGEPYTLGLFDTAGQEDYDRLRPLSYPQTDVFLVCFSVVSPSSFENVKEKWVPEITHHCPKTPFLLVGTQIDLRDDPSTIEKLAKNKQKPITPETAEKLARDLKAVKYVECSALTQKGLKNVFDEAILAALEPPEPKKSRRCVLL
# Rab2 wt GTP: changes GTP binding to wildtype dog Rab2A, up or down; P61105; GST-Rab2 wt beads, Bodipy-GTP binding, flow cytometry; GTP binding activity, % at 10 µM; actives 0.19% (n = 190,000);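 active means GTP binding activity at least 20 points away from 100%, either lowered or raised; inconclusive means signal likely due to the compound's own green fluorescence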;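 further: 0% = beads with excess unlabeled GTP and 100% = no-compound control corrected for plate trend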
# * hit, by the source's call; ? = inconclusive; · = no result given.
# Values run as follows: ABCB1 inh	Mcl1-Noxa inh	HRas wt GTP	Rac1 wt modul	Rab7 wt modul	Rac1 mut GTP	Pf gamet viab	ABCG2 inh	Avidin fluor	Cdc42 wt GTP	Rab2 wt GTP
CCC(Sc1nncn1C)C(=O)Nc1cc(C)on1 (stereo unspecified)
→ 0.4	11	99	99	103	96	·	5	5	99	98
O=C(Nc1cccnc1Cl)C1c2ccccc2Oc2ccccc21
→ 0.0	-3	104	103	106	101	·	0	33	105	106
CN(C)C(=O)CSc1n[nH]c(=O)[nH]c1=O
→ 0.2	8	101	103	103	97	·	1	11	97	97
O=C(COc1ncnc2sccc12)N1CCc2ccccc2C1
→ -0.1	-10	97	97	95	97	-4	-1	4	96	97
COC(=O)Nc1ncc(CN2CCc3ccccc3C2)s1
→ -0.5	-9	101	102	101	99	-18	12	26	102	103
CCc1nnc(NC(=O)CSc2nc3cc4c(cc3cc2CC)OCCO4)s1
→ 1.4	-86	96	90	91	94	·	6	16	96	93
COc1ccc(C(=O)Nc2cc(OC)c(Cl)cc2OC)cc1
→ 0.1	-3	95	93	96	97	-12	8	16	96	94
CCOC(=O)C(NC(=O)Nc1ccc(F)cc1)(OCC)C(F)(F)F (stereo unspecified)
→ 0.3	-5	98	99	98	96	·	3	6	98	98
CCOC(=O)c1c(C)n(C)c2ccc(OC)c(NC(=O)CN3CCSCC3)c12
→ 0.0	6	99	98	96	98	·	0	32	101	100
COc1ccc(N(C(=O)c2ccco2)C(C(=O)NC2CCCCC2)c2cccs2)cc1OC (stereo unspecified)
→ 0.4	12	97	100	94	94	·	3	4	96	94
CCOc1ccccc1NC(C)C(=O)Nc1cc(C(F)(F)F)ccc1N1CCOCC1 (stereo unspecified)
→ 3.7	-1	97	101	96	99	·	37	4	99	100
Cc1ccc2oc(-c3cccc(NC(=O)Cn4cnc5c(=O)n(C)c(=O)n(C)c54)c3)nc2c1
→ -0.2	18	94	94	96	93	·	0	22	93	93
O=C(OCC(=O)N1CCc2ccccc21)c1ccc[n+]([O-])c1
→ -0.6	-22	104	106	101	103	·	-3	27	108	102
O=C(Cc1ccccc1)NCc1cccnc1
→ 0.1	-10	100	100	104	93	-13	0	5	97	102
Cc1ccccc1NC(=O)C1c2cccc[n+]2CC(=O)N1Cc1ccc2c(c1)OCO2 (stereo unspecified)
→ -0.1	16	96	97	105	96	-7	-1	12	93	100
CCCCNC(=O)C1c2ccccc2C(=O)N(c2ccc(OC)cc2)C1c1ccc(OC)cc1 (stereo unspecified)
→ 2.4	12	105	106	102	101	·	2	13	104	103
C=CCNC(=O)C(=O)c1cccn1-c1ccsc1C(=O)OC
→ 0.2	0	105	104	104	100	·	1	16	106	106
CCOC(=O)N1CCN(C(=O)c2cnc(Nc3ccccc3OC)c3ccccc23)CC1
→ 2.9	-1	98	101	97	99	·	30	25	100	98
CC1=NN(c2ccc(C(=O)O)cc2)C(=O)/C1=C\c1ccc(OC(=O)c2cccs2)cc1
→ 0.2	31	90	89	91	85	28	0	10	84	86
COc1cc(/C=C/C(=O)OCC(=O)NCc2cccs2)ccc1OCC#N
→ 0.9	26	103	104	101	101	·	20	10	100	102

# Brought forward from above: 3 entries, followed by the next part.
# Values run as follows: ABCB1 inh	Mcl1-Noxa inh	HRas wt GTP	Rac1 wt modul	Rab7 wt modul	Rac1 mut GTP	Pf gamet viab	ABCG2 inh	Avidin fluor	Cdc42 wt GTP	Rab2 wt GTP
CCOC(=O)N1CCN(C(=O)c2cnc(Nc3ccccc3OC)c3ccccc23)CC1
→ 2.9	-1	98	101	97	99	·	30	25	100	98
CC1=NN(c2ccc(C(=O)O)cc2)C(=O)/C1=C\c1ccc(OC(=O)c2cccs2)cc1
→ 0.2	31	90	89	91	85	28	0	10	84	86
COc1cc(/C=C/C(=O)OCC(=O)NCc2cccs2)ccc1OCC#N
→ 0.9	26	103	104	101	101	·	20	10	100	102
Cc1nn(C)c(C)c1CNC(=O)c1cnn2c1NC(c1ccccc1)CC2C(F)(F)F (stereo unspecified)
→ 1.9	17	?	?	?	?	·	6	6	?	?
O=C(Cc1ccccc1)NN1C(=O)C2C3C=CC([C@@H]2C1=O)C31CC1 (stereo partly specified)
→ 0.2	6	99	101	102	99	22	2	6	100	97
Cc1cc(C(F)(F)F)nc(-n2cc(-c3ccccc3)nn2)n1
→ 1.1	4	100	103	104	100	·	7	5	99	100
Cc1ccc(CNC(=O)c2ccc3c(=O)[nH]c4c(C(=O)NCC5CCCO5)sc(=S)n4c3c2)cc1 (stereo unspecified)
→ -1.8	74*	93	92	96	90	5	-12	9	91	90
CS(=O)(=O)N(CC(=O)N1CCCCCC1)c1ccc(Br)cc1
→ 1.4	9	98	105	97	98	·	3	11	100	98
COc1ccc(NCCC#N)cc1
→ 0.2	-3	101	105	100	100	·	1	10	102	101
COc1ccc(C2C=C(c3ccccc3)Nc3nnnn32)cc1 (stereo unspecified)
→ -0.1	-5	95	95	95	96	-5	0	7	96	98
CCN(CC)CCCCCOc1ccccc1OC
→ 0.1	-17	101	101	99	99	·	0	34	101	99
O=C(NNC(=S)Nc1ccccc1)C1CCCCC1
→ -0.8	18	96	97	98	97	9	-1	6	95	97
CC(C)(C)NC(=O)C(c1ccncc1)N(Cc1cccs1)C(=O)Cn1nnc(-c2cccs2)n1 (stereo unspecified)
→ 0.2	11	102	106	101	99	·	0	7	102	100
Cc1cc(Nc2c(C)n(C)n(-c3ccccc3)c2=O)c2ccccc2n1
→ 0.4	23	103	104	104	97	-4	1	3	105	102
COc1ccc(-c2nc3c(-c4ccc(Cl)cc4)cnn3cc2C)cc1F
→ -0.5	4	92	93	93	91	·	10	9	91	91
CNC(=O)CN(c1cc([N+](=O)[O-])ccc1OC)S(C)(=O)=O
→ 0.5	15	100	105	97	100	-5	10	7	100	100
COc1ccc(NC(=O)Nc2cccc3cccnc23)cc1
→ 0.5	19	100	101	101	96	·	4	16	99	99
Cc1cc(NC(=O)CCC(=O)N(CC(=O)NCC2CCCO2)Cc2ccc(F)cc2)no1 (stereo unspecified)
→ 0.3	-6	102	103	95	104	·	0	8	103	102
CCC(=Nc1ccccc1OC)C1=C(O)CC(c2ccccc2)CC1=O (stereo unspecified)
→ 0.6	14	98	103	101	97	-28	1	6	98	98
O=C(Cc1ccccc1)Nc1cccnc1
→ -0.3	4	97	97	101	96	-6	-2	10	96	98
Cc1ccc(NC(=O)Cn2c(=O)n(CCC(=O)NC3CCN(Cc4ccccc4)CC3)c(=O)c3ccccc32)cc1
→ 0.5	9	97	97	102	95	16	1	11	94	96
CC(N)=Nc1ccc([N+](=O)[O-])cc1
→ 0.0	11	101	105	98	100	13	1	3	105	100
O=C(CSc1nccc(=O)[nH]1)Nc1ccc(F)c([N+](=O)[O-])c1
→ 0.7	18	97	100	96	97	·	22	13	99	95
COc1ccc(C(=O)C2CCCN(Cc3ccc(C#CCCO)cc3)C2)cc1F (stereo unspecified)
→ 0.1	-10	95	99	97	96	6	0	9	92	96
C/C(=N\NC(=O)C1(C)CC1(Br)Br)c1ccc([N+](=O)[O-])cc1 (stereo unspecified)
→ 1.2	44	98	100	106	94	-3	14	6	98	96
Cc1cc(C)n(CNc2nc(C(F)(F)F)cs2)n1
→ 0.3	13	100	104	99	100	·	2	11	102	98
CCOC(=O)CN1C(=O)N[C@@H](c2ccc(Br)cc2)C(C(C)=O)=C1C
→ 0.9	-2	101	104	99	100	·	1	12	103	100
COc1ccc(NC(=O)CC2C(=O)N(C)C(=S)N2Cc2ccc3c(c2)OCO3)cc1 (stereo unspecified)
→ 0.6	-5	101	105	100	101	6	-4	3	103	99
CCOC(=O)/C(C#N)=C\c1ccc(OCC(=O)Nc2ccc(C)cc2C)c(OC)c1
→ 0.8	-16	102	104	99	101	-17	3	6	106	102
Cc1cc(NC(=O)Nc2cccs2)no1
→ 0.2	-1	103	110	102	103	·	1	4	106	104
CCOc1ccc(C(=O)OCc2nnc(-c3cccs3)o2)cc1OC
→ -0.3	10	101	106	101	100	-1	5	1	102	103
C=CCn1c(=NC(=O)c2cc(Cl)sc2Cl)sc2cc(S(N)(=O)=O)ccc21
→ -0.1	20	99	103	98	96	·	1	7	96	96
Cn1cc(-c2nnnn2-c2ccc(Cl)cc2)c(C(F)(F)F)n1
→ 0.8	11	97	96	96	97	-38	3	35	100	96
COc1cc(/C=C/C(=O)Nc2cc(S(=O)(=O)N3CCOCC3)ccc2N2CCCC2)cc(OC)c1OC
→ 0.0	12	95	97	94	95	4	0	11	95	96
CC1CN(CC(O)COC(c2ccc(Cl)cc2)c2ccc(Cl)cc2)CC(C)O1 (stereo unspecified)
→ 1.2	-2	99	104	98	103	2	4	5	103	96
COc1ccc(CNC(=O)COC(=O)c2cc(-c3ccc(Cl)s3)nc3ccccc23)cc1
→ -0.2	-39	98	101	98	98	·	-1	5	101	97
CCN(CC)C(=O)CSc1nc2ncc(Br)cc2[nH]1
→ 0.1	15	103	103	103	100	3	0	12	102	104

# Three compounds picked at random from those above, as already listed:
# Values run as follows: ABCB1 inh	Mcl1-Noxa inh	HRas wt GTP	Rac1 wt modul	Rab7 wt modul	Rac1 mut GTP	Pf gamet viab	ABCG2 inh	Avidin fluor	Cdc42 wt GTP	Rab2 wt GTP
C=CCn1c(=NC(=O)c2cc(Cl)sc2Cl)sc2cc(S(N)(=O)=O)ccc21
→ -0.1	20	99	103	98	96	·	1	7	96	96
CCOC(=O)CN1C(=O)N[C@@H](c2ccc(Br)cc2)C(C(C)=O)=C1C
→ 0.9	-2	101	104	99	100	·	1	12	103	100
COc1ccc(C(=O)C2CCCN(Cc3ccc(C#CCCO)cc3)C2)cc1F (stereo unspecified)
→ 0.1	-10	95	99	97	96	6	0	9	92	96
